GALK inh: inhibits human galactokinase; P51570; recombinant GALK, Kinase-Glo ATP luminescence, 1 h; Potency, µM (top dose mostly 57.5 µM), for inactives: at the highest dose activity, negative = inhibition, most hits filed as inhibitors; 44,000 tested, under 10 active; AID 1347072;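 further: plate controls were full GALK reaction for no effect and reaction lacking GALK for full effect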
Target sequence (P51570 whole entry, looked up): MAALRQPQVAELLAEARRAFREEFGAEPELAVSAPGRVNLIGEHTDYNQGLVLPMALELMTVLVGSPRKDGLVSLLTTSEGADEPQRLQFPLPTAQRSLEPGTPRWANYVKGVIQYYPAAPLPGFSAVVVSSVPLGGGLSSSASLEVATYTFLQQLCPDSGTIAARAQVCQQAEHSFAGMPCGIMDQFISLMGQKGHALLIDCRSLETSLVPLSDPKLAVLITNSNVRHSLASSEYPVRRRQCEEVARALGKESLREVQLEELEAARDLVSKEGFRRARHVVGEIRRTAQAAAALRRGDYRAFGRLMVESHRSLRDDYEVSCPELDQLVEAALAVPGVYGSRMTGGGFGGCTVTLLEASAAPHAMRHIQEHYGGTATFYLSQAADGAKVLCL
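Compounds were pinned into ATP buffer, then GALK-galactose mix was added (final 5 nM enzyme, 35 uM ATP, 100 uM galactose, pH 8.0). After 1 h at room temperature, Kinase-Glo Plus was added and luminescence read.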
FH mod: Identification of activators of human fumarate hydratase by quantitative high-throughput screening | Potency, µM (highest dose often 79.9 µM), for inactives: at the top dose activity change, negative = inhibition, most hits filed as inhibitors | 0.22% of 54,000 active | Fumarate hydratase, mitochondrial (Homo sapiens), P07954 | FH coupled MDH/diaphorase resazurin fluorescence, 15 min; further: potency means the concentration at half of the fitted maximal effect; on the % scale 0 is the no-effect control and ±100 the full control effect; the screen sought activators but most active calls are inhibition curves; nearly all actives have a fitted effect of over 45% in size
B2AR arrestin ag: agonists recruiting beta-arrestin to human beta2-adrenergic receptor; P07550; HTLA Tango cells, beta-arrestin recruitment, luciferase luminescence, 18 h; Potency, µM (titrated, usually from 46.1 µM), without a hit: top-dose activation, hits mostly activators; 44,000 tested, under 10 active;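 further: potency means the concentration at half of the fitted maximal effect; 0% = DMSO and full agonism = EC100 isoproterenol or metaproterenol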
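Receptor–beta-arrestin recruitment read by tTA-responsive luciferase: compound titrations (up to 46 µM) incubated 18 h with Tango cells, then luminescent substrate 15 min at room temperature. Concentration-response fits classified by r2, efficacy and activity.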
NTMT1 inhibitor: inhibitors of human N-terminal methyltransferase NTMT1. Potency, µM (series often up to 114 µM), inactives show at the top dose activity change, negative = inhibition, usual class: inhibitors. 2.5% of 59,000 active. Q9BV86. NTMT1 MTase-Glo SAH luminescence, purified enzyme;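 further: potency means the concentration at half of the fitted maximal effect; plate controls were DMSO vehicle for no effect and no enzyme for full effect; nearly all actives have a fitted effect of over 65% in size; many of its hits are not listed in these tables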
Target sequence (Q9BV86 whole entry, looked up): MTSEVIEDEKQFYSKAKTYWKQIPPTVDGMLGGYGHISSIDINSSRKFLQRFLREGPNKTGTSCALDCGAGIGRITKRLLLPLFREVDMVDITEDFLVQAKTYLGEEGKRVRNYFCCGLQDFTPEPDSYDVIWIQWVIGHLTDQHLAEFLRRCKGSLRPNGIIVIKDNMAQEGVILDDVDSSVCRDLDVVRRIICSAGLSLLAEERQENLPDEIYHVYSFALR
p53null 39C kill: p53 null cell cytotoxicity, nonpermissive temperature; Potency, µM (top dose mostly 46.1 µM), inactives show at the highest dose activity, negative = cell killing, most hits filed as cytotoxic; 0.97% of 55,000 active; H1299 p53-null (neo) cells, 39C, ATPlite viability, 24 h; AID 904;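 further: potency means the concentration at half of the fitted maximal effect; 0% = DMSO only and -100% = full killing by 100 µM tamoxifen; nearly all actives have a fitted effect of over 50% in size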
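H1299 lung cancer cells, p53-null (H1299-neo) or expressing p53 A138V (H1299-p53A138V), were plated overnight at 37C, then exposed to compounds at up to 46 uM for 24 hr at 39C. Viability was read by ATP-based luminescence.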
p53null 32C kill: p53 null cell cytotoxicity, permissive temperature; 0.62% of 55,000 active; AID 903; H1299-neo p53 null cells, ATP luminescence, 24 h, 32C; Potency, µM (top dose mostly 46.1 µM), for the others: at the top dose activity change, negative = cytotoxicity, hits mostly cytotoxic;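 further: potency means the concentration at half of the fitted maximal effect; 0% = DMSO only and -100% = full killing by 100 µM tamoxifen; nearly all actives have a fitted effect of over 55% in size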
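H1299-neo (p53 null) cells, 600/well, treated 24 h at 32C with compound up to 46 uM; ATPlite luminescence viability, normalized to DMSO and 100 uM tamoxifen; AC50 by Hill fit.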
TSG101-PTAP inh: inhibitors of HIV-1 PTAP binding to human TSG101, validation; 44,000 tested, under 10 active; Fluorescence polarization, FITC-PTAP peptide/Tsg101, 20 min; Q99816; Potency, µM (titrated, usually from 115 µM), inactives show at the highest dose activity change, negative = inhibition, hits mostly inhibitors; further: potency means the concentration at half of the fitted maximal effect; 0% is about no effect
Target sequence (Q99816 whole entry, looked up): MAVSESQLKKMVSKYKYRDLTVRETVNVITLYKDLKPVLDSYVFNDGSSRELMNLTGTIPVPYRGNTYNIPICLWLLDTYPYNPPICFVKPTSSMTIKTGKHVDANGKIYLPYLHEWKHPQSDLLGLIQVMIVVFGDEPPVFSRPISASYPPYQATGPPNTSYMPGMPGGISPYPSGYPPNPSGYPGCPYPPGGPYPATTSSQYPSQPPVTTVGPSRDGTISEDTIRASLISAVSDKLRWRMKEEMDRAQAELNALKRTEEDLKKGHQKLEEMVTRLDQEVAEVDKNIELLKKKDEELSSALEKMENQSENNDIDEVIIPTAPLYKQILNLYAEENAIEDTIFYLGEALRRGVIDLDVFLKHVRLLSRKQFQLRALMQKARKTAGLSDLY
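FITC-labeled PTAP peptide (50 nM final) binding to Tsg101 binding domain (10 uM final) read by fluorescence polarization after 20 min at r.t. in HEPES pH 7.5 buffer. Actives by CRC class, <25 µM.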
An asterisk follows results filed as active; ? = inconclusive; · = no result given; [ ] = dose if it differs, or a comment. The call rests on the fitted dose curve; in most records, active means well fitted curve in the direction sought with a large enough effect; inconclusive means small, poorly fitted or top-dose-only effect, or another doubt; inactive means no such curve, though single readings can be large; an effect the other way counts as inactive or inconclusive. These rows are one share of the data; the hit share may differ from the screen's.

SMILES | GALK inh | FH mod | B2AR arrestin ag | NTMT1 inhibitor | p53null 39C kill | p53null 32C kill | TSG101-PTAP inh
Cc1ccc(C)c(N2CCN(c3nc4ccccc4c4nc(-c5cccnc5)nn34)CC2)c1 | 3% | -4% | 0% | 0% | 10% | -9% | 3%
O=C(Cn1c(=O)n(Cc2ccco2)c(=O)c2ccccc21)Nc1cccc(F)c1 | 5% | -31% | 0% | ? | -10% | 15% | -1%
Cc1ccc(CNC(=O)C2COc3ccccc3C2)cc1 (centres undefined) | 4% | 0% | 2% | -24% | 12% | 3% | 2%
Cc1cccc(C(=O)N2c3ncnn3C3(CCCCC3)[C@@H]3CCCC[C@@H]32)c1 | 6% | -18% | -5% | 5% | ? | 6% | -8%
CCCCOc1ccc(S(=O)(=O)Nc2ccc(-c3ccc(N4CCC(C)CC4)nn3)cc2)cc1 | -2% | · | 2% | · | 9% | -7% | -4%
COc1ccc(NC(=O)C2CCN(S(=O)(=O)c3cccc(-c4noc(C)n4)c3)CC2)cc1OC | -1% | -6% | -2% | 12% | 10% | -2% | -5%
C=CCC(CC=C)(CNC(=O)C(=O)Nc1ccc(C)cc1)c1ccccc1 | 2% | -12% | -1% | -16% | -8% | -10% | 2%
CC(=O)Nc1ccc(NC(=O)c2ncoc2-c2ccco2)cc1 | -3% | 9% | 0% | -1% | ? | ? | -4%
COc1ccc2c(C)c(CCC(=O)NCCc3ccccc3OC)c(=O)oc2c1 | -12% | · | 0% | · | 0% | 8% | -1%
Cc1ccc(NS(=O)(=O)c2cnc(N)nc2)c(C)c1 | 0% | -7% | -1% | 11% | 11% | 0% | -4%
CCC(C)NC(=O)c1ccccc1NC(=O)CN1C(=O)c2cccc3cccc1c23 (centres undefined) | 3% | 7% | 1% | -2% | -13% | 0% | -4%
CCOc1cc(S(=O)(=O)n2ccnc2C(C)C)ccc1Cl | 3% | -8% | -1% | 15% | -2% | 3% | 1%
COc1ccc(C)cc1Nc1nc2cc(Cl)c(Cl)cc2nc1-n1nc(C)cc1C | 1% | -5% | 0% | -1% | -12% | 1% | 1%
Cc1ccccc1NC(=O)C(=O)NCC1(c2ccccc2)CCCC1 | 6% | -4% | -2% | -9% | -19% | -23% | -1%
Cc1nn(C(=O)c2cccc([N+](=O)[O-])c2C)c(C)c1S(=O)(=O)N1CCCCCC1 | -4% | -11% | 0% | -2% | 8% | 4% | -1%
CCOc1ccc2nc(N3CCN(C(=O)CS(=O)(=O)c4ccc(F)cc4)CC3)sc2c1 | 3% | -9% | -4% | 0% | ? | 10µM* | 1%
CCOc1ccc(C(=O)Nc2cccc(C(=O)OCc3cc(=O)n4cc(C)sc4n3)c2)cc1 | 2% | -5% | 0% | ? | -15% | -2% | 1%
COc1cccc(NC(=O)C2CCCN2S(=O)(=O)c2ccc3nc(-c4ccccc4)[nH]c3c2)c1 (centres undefined) | 3% | -14% | 2% | ? | -13% | -2% | 2%
Cc1cc(C)c(Cn2c3ccccc3c3cnn(CC(=O)NCC(C)c4ccccc4)c(=O)c32)c(C)c1 (centres undefined) | -1% | -17% | -3% | 17% | -20% | 1% | -2%
Cc1ccc2ccc3cc(C(=O)N4CCN(c5ccccc5F)CC4)nc3c2[nH]1 | -4% | -9% | -1% | -1% | -32% | -9% | -2%
COc1ccc(CC(=O)Nc2c(C(=O)N3CCN(c4ccccc4)CC3)oc3ccccc23)cc1OC | -12% | -10% | -1% | 9% | 6% | 12% | 2%
Cc1ccc(Cl)cc1-n1c(CCC(=O)O)ccc1-c1cccs1 | -3% | · | -2% | · | -4% | -1% | -4%
Cc1ccc(OCCSc2nc(C)c(Cc3ccccc3)c(=O)[nH]2)cc1 | 1% | 3% | -1% | 14% | -3% | 3% | -2%
CCOC(=O)c1cccc(NC(=O)c2ccc3c(c2)nnn3CC)c1 | 1% | -20% | 0% | ? | 11% | -8% | -9%
COCCn1ccc2c(OCC(=O)Nc3cccc(C(F)(F)F)c3)cccc2c1=O | 0% | -6% | -4% | 4% | -7% | -7% | 1%
CCCc1cc(C(=O)Nc2c(C)nn(Cc3c(Cl)cccc3Cl)c2C)no1 | 6% | · | 1% | · | ? | 2% | -5%
Cc1cc(C)cc(N2C(=O)CSC23C(=O)N(CC(=O)NC2CCCCC2)c2ccccc23)c1 (centres undefined) | 0% | -5% | 1% | 16% | 41%[activator] | 29% | -7%
CCOc1ccccc1NC(=O)C1CCN(S(=O)(=O)c2c(C)noc2/C=C/c2ccco2)CC1 | -1% | -16% | -2% | 4% | 11% | 3% | 0%
CCOC(=O)c1ccc(NC(=O)c2cc3sccc3n2Cc2ccc(Cl)cc2)cc1 | 0% | -11% | -2% | 8% | 15% | -8% | 3%
O=S(=O)(c1ccc(F)cc1)N1CCC(n2c(C(F)(F)F)nc3cccnc32)CC1 | 5% | · | -1% | · | -22% | -5% | 1%
Cc1cccc(N2CCN(C(=O)c3cnc(N4CCCC4)nc3C)CC2)c1C | 1% | -7% | 0% | -2% | -20% | 6% | -4%
CC1CCCN(c2ncnc3c2nnn3C)C1 (centres undefined) | -1% | -3% | -2% | -25% | -13% | 4% | -1%
CCOC(=O)c1c(-c2ccc(OC)cc2)oc2ccc(OCc3ccc(F)cc3F)cc12 | 1% | -2% | -2% | 10% | 29% | 5% | -2%
Cc1ccc2c(c1)c(N1CCCC1=O)c(C(=O)Nc1ccc(F)cc1F)n2C | -5% | -17% | 1% | 7% | 9% | -10% | 1%
CCC(C)NC(=O)c1sc2ncccc2c1-n1c(C)ccc1C (centres undefined) | -1% | -2% | 0% | 8% | 1% | 1% | 0%
CN1CCN(C(CNC(=O)C(=O)Nc2ccc(Cl)cc2)c2cccnc2)CC1 (centres undefined) | -1% | -3% | 1% | 22% | ? | 51%[activator] | -2%
CCCCOc1ccc(C2c3c(oc4ccccc4c3=O)C(=O)N2c2nc(C)c(C(=O)OCC)s2)cc1OC (centres undefined) | 7% | 3% | 1% | -4% | -16% | -2% | 1%
CCOC(=O)c1ccc2c(c1)N(Cc1cccc(OC)c1)C(=O)c1ccccc1S2(=O)=O | 1% | -28% | -1% | -5% | -4% | 1% | 0%
Cc1ccc(NC(=O)COCc2cc(-c3cccs3)on2)cc1Cl | -6% | ? | 0% | 9% | -21% | -18% | -4%
Cc1cc(C)cc(Nc2cc(C(=O)NCCCN(C)C3CCCCC3)c3ccccc3n2)c1 | 9% | -10% | 0% | -15% | 13µM* | ? | -6%
O=C(Nc1ccc(OC(F)(F)F)cc1)c1cc(-c2ccc(Cl)cc2)on1 | 7% | -13% | 1% | 2% | 8% | -2% | 0%
Cc1ccc(Cn2ccn(Cc3cccc(C(F)(F)F)c3)c(=O)c2=O)cc1 | -4% | 1% | 0% | 14% | -3% | 7% | 2%
CCOC(=O)N1CCN(C(=O)Cn2ncc3c4ccccc4n(Cc4ccc(F)cc4)c3c2=O)CC1 | 6% | ? | -2% | 2% | 16% | -4% | 2%
O=C(Oc1ccc(F)cc1)c1nc(SCc2ccc(F)cc2)ncc1Cl | 1% | -3% | -1% | 35%[activator] | -15% | -12% | 0%
COc1ccccc1OCCCn1c(C2CC(=O)N(c3ccccc3Cl)C2)nc2ccccc21 (centres undefined) | -1% | -15% | -2% | -2% | ? | 0% | -5%
CCc1ccc(NC(=O)CSc2ccc(-c3cccs3)nn2)cc1 | ? | -9% | 5% | 12% | -2% | -10% | -1%
Cc1ccc(-c2cc(C(=O)NCc3ccccc3)c3c(-c4ccc(C)cc4)[nH]nc3n2)cc1 | 1% | 2% | 0% | -5% | 2% | -8% | 1%
COc1ccc(N2CCN(C(=O)c3cc4c(=O)oc5ccc(C)cc5c4s3)CC2)cc1 | 0% | -13% | 0% | 2% | ? | 5% | -1%
Cn1ncc2c(N3CCN(c4ccccc4F)CC3)ncnc21 | -1% | -12% | 0% | -6% | 7% | 7% | -2%
COc1ccc(Cn2ccnc2SCC(=O)NCc2ccccc2)cc1 | 0% | 1% | 0% | -13% | 13% | 15% | -7%
COc1ccccc1-c1ncnn1-c1sc2c(c1C#N)CCCCC2 | -19% | -11% | 0% | 1% | -10% | -3% | -1%
Cc1ccc(C(=O)COC(=O)c2cc(-c3cccs3)nc3ccccc23)cc1 | -1% | -11% | 1% | 1% | 7% | 2% | -3%
CC(C)CCSc1nc2c(c(=O)n(C)c(=O)n2C)n1Cc1ccccc1Cl | 5% | · | 0% | · | 16% | 5% | -2%
CC(=O)c1cccc(NC(=O)c2sc(-n3nc(C)c(Cc4ccc5c(c4)OCO5)c3C)nc2C)c1 | 2% | -25% | -3% | 21% | ? | -2% | -5%
COc1cc(NC(=O)Cn2nc(-c3ccc(C)c(C)c3)ccc2=O)cc(OC)c1 | 0% | -15% | -4% | 12% | -4% | -12% | 1%
CC(=O)Nc1cccc(NC(=O)CSc2cn(CC(=O)N(C(C)C)C(C)C)c3ccccc23)c1 | 0% | -19% | 0% | 1% | -5% | 8% | -7%
CCc1ccc(CNC(=O)c2cc(-c3ccc(Cl)s3)nc3ccccc23)cc1 | 0% | 4% | -2% | -22% | -9% | 4% | 2%
Cc1cc2c(cc1NS(=O)(=O)c1cccc(C#N)c1)n(C)c(=O)c(=O)n2C | 0% | -43% | 3% | ? | 7% | -4% | -4%
COc1ccc(C(=O)Nc2cc(-c3nc4ccccc4s3)ccc2OC)cc1 | 0% | -22% | 0% | 6% | -8% | 4% | -10%
COc1cc(-c2nc3cccc(C)n3c2Nc2ccc3c(c2)OCCO3)ccc1O | 0% | -7% | -2% | 0% | -8% | 18% | 0%
COc1cc(C(=O)NCCc2csc(-c3ccc(Cl)cc3)n2)cc(OC)c1OC | -1% | ? | 0% | 1% | -13% | 1% | -12%
Cc1ccc(CCNC(=O)C2CCCN(S(=O)(=O)c3ccc4c(c3)oc(=O)n4C)C2)cc1 (centres undefined) | 7% | 1% | -2% | -1% | 2% | -6% | 2%
CCc1ccc(CNC(=O)c2ccc3c(c2)nc2n3CCC(C)C2)cc1 (centres undefined) | 3% | -10% | 1% | 9% | 3% | 10% | -3%

3 compounds from above, showing only FH mod and NTMT1 inhibitor:
compound,FH mod,NTMT1 inhibitor
CC(=O)c1cccc(NC(=O)c2sc(-n3nc(C)c(Cc4ccc5c(c4)OCO5)c3C)nc2C)c1,-25%,21%
COc1cc(NC(=O)Cn2nc(-c3ccc(C)c(C)c3)ccc2=O)cc(OC)c1,-15%,12%
CC(=O)Nc1cccc(NC(=O)CSc2cn(CC(=O)N(C(C)C)C(C)C)c3ccccc23)c1,-19%,1%

Screening results deposited in PubChem by National Center for Advancing Translational Sciences (NCATS).
